Compound activity: PubChem BioAssay, Johns Hopkins Ion Channel Center
Kir21 inh – inhibitors of mouse Kir2.1 inward-rectifier potassium channel | B-score at 10 µM | actives 0.85% (n = 310,000) | AID 1672, 2009 | Inward rectifier potassium channel 2 (Mus musculus), P35561 | HEK293-Kir2.1, FluxOR thallium flux fluorescence; hits give low values;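 active = fluorescence ratio B-score at or below minus 3 SD of library scores, with starting-brightness B-score within 2 SD, cut at about -4.2 in these data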;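 note: channel flux triggered by added potassium and thallium sulfate stimulus; B-score of peak minus minimum fluorescence over baseline after thallium stimulus; more negative B-score means stronger Kir2.1 block with less thallium influx; some compounds called inactive have numbers as strong as hits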
Target sequence (P35561 whole entry, looked up): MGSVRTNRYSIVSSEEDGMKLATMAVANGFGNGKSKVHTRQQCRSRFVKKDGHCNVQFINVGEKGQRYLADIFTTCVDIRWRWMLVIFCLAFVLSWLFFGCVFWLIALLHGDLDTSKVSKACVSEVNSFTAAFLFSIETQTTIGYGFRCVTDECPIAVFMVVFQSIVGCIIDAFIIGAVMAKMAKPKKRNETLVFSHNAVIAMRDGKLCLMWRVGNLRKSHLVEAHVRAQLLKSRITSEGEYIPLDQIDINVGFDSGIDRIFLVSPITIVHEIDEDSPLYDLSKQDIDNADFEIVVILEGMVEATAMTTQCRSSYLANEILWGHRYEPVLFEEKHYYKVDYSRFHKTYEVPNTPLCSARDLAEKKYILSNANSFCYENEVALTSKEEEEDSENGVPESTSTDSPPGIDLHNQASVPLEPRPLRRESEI
KCNQ2 block – KCNQ2 potassium channel inhibitors, primary screen, cell-based, CHO-K1, FluxOR thallium flux, B-score (AID 2156) | B-score at 10 µM | actives 1.1% (n = 310,000) | Potassium voltage-gated channel subfamily KQT member 2 (Rattus norvegicus), O88943 | 20 min; hits give low values;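 active = fluorescence ratio B-score at most minus 3 library SDs, with starting brightness B-score within 2 library SDs, cut at about -5.5 in these data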
* hit, by the source's call; i = inactive. Compounds as they come; about 1.9% have a hit in one of these screens.

SMILES	Kir21 inh	KCNQ2 block
Cc1ccc(CNC(=O)C2CC2c2ccccc2)cc1 (stereo not given)	-1.1	i
COc1ccc(/C=C2\CCn3c2nc2cc(C(=O)O)ccc2c3=O)cc1O	-0.81	i
Cc1c(C(=O)N(Cc2ccccc2)Cc2cccnc2)cnn1-c1ccc(F)cc1	1.3	i
Nc1ccc(Cl)cc1C(=O)OCC(=O)NC1CCS(=O)(=O)C1 (stereo not given)	0.89	i
CC(=O)c1ccccc1NC(=O)CCNC(=O)c1ccco1	-0.74	i
COc1cccc2[nH]c3c(N4CC(C)CC(C)C4)ncnc3c12 (stereo not given)	0.23	i
COCCCN1C(=O)/C(=C/c2ccc(CNS(=O)(=O)c3ccccc3)o2)C(C(=O)OC)=C1C	0.21	i
COC(=O)c1c(C#N)c(N)nc2c1CCCC2	-2.5	i
COCCCN1C(=O)C(O)=C(C(=O)c2ccc(C)o2)C1c1cccc(Br)c1 (stereo not given)	-1	i
C=CCN1CC(C)/C(=N\O)CC1C (stereo not given)	0.59	i
COc1cc(CO)c(Br)cc1OCC(N)=O	-0.09	i
CCC(CC)C(=O)OCC(=O)Nc1cccc(S(=O)(=O)N(C)c2ccccc2)c1	-0.42	i
COc1cc(SC)ccc1C(=O)NC1CCCc2ccccc21 (stereo not given)	2.5	i
COc1cc2[nH]c(C(=O)N(C)Cc3ccccc3)cc2c(OC)c1OC	-0.08	i
COc1ccc(-c2cc(-c3ccco3)[nH]c(=O)c2C#N)cc1	-1.4	i
O=C(Nc1cccc2cccnc12)c1ccc(Cl)cc1	-0.22	i
O=C(CN(Cc1ccc2c(c1)OCO2)C(=O)CNS(=O)(=O)c1ccccc1)NCc1ccco1	-1.6	i
CN1C(=O)SC(Nc2ccccc2)C1=O (stereo not given)	-0.15	i
COC(=O)C1=C(N)Oc2cc(C)n(C)c(=O)c2C1c1ccc(Cl)cc1 (stereo not given)	-2.4	i
COc1cccc(-c2nc(CS(=O)(=O)CC(=O)NCCc3cc(OC)ccc3OC)c(C)o2)c1	-0.27	i
CCOCCCNC(=O)COc1ccc(OC)cc1	0.43	i
Nc1ccc2nc(-c3ccccc3)sc2c1	0.03	i
O=C(CCCn1c(=O)c2ccccc2n(CC(=O)NCc2ccco2)c1=O)NCc1ccco1	-1.7	i
CCn1c(N2CCN(CC(=O)c3c(C)n(C)c4ccccc34)CC2)nc2c1c(=O)[nH]c(=O)n2C	0.36	i
NS(=O)(=O)c1ccc(CCNCc2cc(Br)ccc2OCc2ccccc2F)cc1	-6.3*	i
CNC(=S)NNC(=O)c1ccc(C(C)(C)C)cc1	0	i
COc1ccc([N+](=O)[O-])cc1NC(=O)c1cccs1	-0.12	i
CO/N=C/c1ccc(Sc2ccc(C)cc2)c([N+](=O)[O-])c1	0.02	i
CN1CCN(S(=O)(=O)c2ccc(NC(=O)c3ccccc3Cl)cc2)CC1	0.51	i
CCCCN(Cc1cc2ccccc2[nH]c1=O)S(C)(=O)=O	-0.11	i
COc1ccc(OC)c(NC(=S)N2CCC(C(O)(c3ccccc3)c3ccccc3)CC2)c1	0.11	i
C=CCNC(=O)c1onc(CSc2ccc(Cl)cc2)c1C(=O)NCC=C	-0.26	i
COc1ccc(Oc2nccc(OC)c2C#N)cc1	-0.8	i
Cc1cc(OCC(=O)NN2C(=O)c3ccccc3C2=O)ccc1Cl	0	i
O=C(COC(=O)c1nc(Cl)ccc1Cl)c1ccc[nH]1	2.7	i
O=C1CCS/C(=N\N=C\c2ccc(Cl)cc2Cl)N1	-0.01	i
CN(CC(=O)Nc1ccc(F)c(F)c1F)C(=O)c1ccc(-n2cncn2)c([N+](=O)[O-])c1	-1.9	i
C=CCn1c(SCC(=O)NCc2ccccc2)nnc1C1CCCCC1	-0.66	i
CC1CCN(C(=O)C(=O)Nc2sc3c(c2C(N)=O)CC(C)(C)OC3)CC1	1.5	i
CCOc1ccc(CCNC(=O)COC(=O)c2cccc(S(=O)(=O)N3CCOCC3)c2)cc1OCC	0.51	i
CCC(CC)NC(=O)c1ccc(NS(=O)(=O)c2ccc3[nH]c(=O)[nH]c3c2)cc1	0.62	i
COc1cc(/C=N/N=C/c2c[nH]c(=O)c(C#N)c2Nc2ccccc2)ccc1O	0.29	i
Cc1ccc(Oc2ccccc2/C=N/O)cc1	-0.57	i
CCCc1nn(C)c(C(=O)Nc2ccc3ccccc3c2)c1Cl	1.6	i
CCn1nccc1C(=O)Nc1ccc(C(=O)OC(C)C)cc1	0.01	i
Cc1ccc(OCC(=O)NCCNC(=O)COc2ccc(C)cc2)cc1	-1.8	i
Cc1c(Cl)cccc1NC(=O)c1ccc(-n2ccnc2)nc1	1.7	i
CC(=Nc1ccc(C)cc1)c1sc2ccccc2c1O	1.1	i
CSc1ccc(Cl)c(C(=O)NCCOc2cc(C(C)C)ccc2C)c1	1.8	i
Cc1ccc(-c2nnc(N)s2)cc1	-0.23	i
O=C(CCCSc1nc2sc3c(c2c(=O)[nH]1)CCC3)NCCCO	-0.92	i
CCc1ccc(NC(=O)CS(=O)CC(=O)Nc2ccc(-n3cnnn3)c(C)c2)cc1 (stereo not given)	-1.4	i
COC(=O)C1=C(C)N(c2cccc(OC)c2)C(=O)/C1=C\c1ccco1	0.28	-6.2*
Cc1cc(C)c2c(N)c(C(=O)c3cccc(Cl)c3)sc2n1	0.6	i
COc1ccc(OC)c(CNC(=O)COc2cc(=O)n(C)c3ccccc23)c1	1.1	i
O=C(CN1C(=O)c2cccc3cccc1c23)NCC1CCCO1 (stereo not given)	-0.75	i
O=C(CN1CCC(n2nnc3cc(C(F)(F)F)ccc32)CC1)N1CCc2ccccc21	-0.16	i
Cc1cccc(COCCN2CCN(S(=O)(=O)c3ccccc3)CCC2=O)c1	0.11	i
O=[N+]([O-])c1ccccc1-n1cnc2ccccc21	1.6	i
O=C(CCNC(=O)C1CCN(S(=O)(=O)c2ccc(F)cc2)CC1)NCc1ccc(Cl)cc1	-0.66	i

The results go on.
SMILES	Kir21 inh	KCNQ2 block
CCN(CC)S(=O)(=O)c1ccc2[nH]c(=O)[nH]c2c1	-0.04	i
CC#CCN(Cc1ccco1)C(=O)C1CCC(=O)N(Cc2ccccc2F)C1 (stereo not given)	0.78	i
CNC(=O)[C@@H]1C[C@H]1[C@@H](NC(=O)OCc1ccccc1)c1ccccc1	-0.74	i
CCOc1ccccc1CNC(CC)CO (stereo not given)	0.54	i
Cc1ccc(OCCn2cc(/C=N/NC(=O)c3ccncc3)c3ccccc32)cc1	0.8	i
CN(C)S(=O)(=O)Nc1cccc(Br)c1	-0.75	i
O=C(CCCc1ccccc1)Nc1ccc(S(=O)(=O)N2CCOCC2)cc1	0.52	i
C#CCNC(=O)C1=C[C@H](c2ccc(Br)cc2)C[C@H](OCc2ccc(CO)cc2)O1	-4.8*	i
Cc1ccc(/C=C/C(=O)N2CC(C)CC(C)C2)o1 (stereo not given)	-0.49	i
C[C@H](CO)NC(=O)[C@H](C)[C@H]1C[C@]1(C)[C@H](NC(=O)OCc1ccccc1)c1ccccc1	0.12	i
CC(CN1CCOCC1)OC(=O)c1ccc2c(c1)OCCO2 (stereo not given)	1.5	i
CCN(CCO)C(=O)C(c1ccccc1)c1ccccc1	0.82	i
COCC(=O)Nc1cc(=O)n(C)c(=O)n1C	-0.04	i
Cc1cc2cc(CNC(=O)C(C)Oc3ccccc3)ccc2n1C (stereo not given)	0.39	i
COCc1nnc(NC(=O)c2ccco2)s1	0.09	i
Clc1ccc(C2Nc3cccc4cccc(c34)N2)cc1Cl	-0.01	i
COc1cc(/C=C2\S/C(=N/S(=O)(=O)c3ccccc3)NC2=O)c([N+](=O)[O-])cc1OC	2.2	i
Cc1cc(C(=O)N/N=C2\CCCC(=O)C2)c2ccccc2n1	1.1	i
Cc1ccc(-c2nnn(CC(=O)NC3CCCc4ccccc43)n2)cc1 (stereo not given)	-0.95	i
O=c1oc(-c2ccccc2NS(=O)(=O)c2ccccc2)nc2ccccc12	-1.2	i
Cc1ccc(OCC(=O)OCC(=O)Nc2sccc2C(N)=O)cc1C	1.9	i
COCCCNC(=O)C(F)(F)C(F)(F)C(=O)NCCCOC	0.35	i
CS/C(=C\C(=O)c1ccco1)Nc1ccccc1Cl	1.3	i
CC1CCCN(c2ccc(/C=C(\C#N)c3nn(-c4ccccc4)c(N)c3C#N)cc2[N+](=O)[O-])C1 (stereo not given)	1.6	i
CCOc1ccc(NC(=O)CCc2nnc3ccc(N4CCC5(CC4)OCCO5)nn23)cc1	0.06	i
O=C(CN(C(=O)CCC(=O)Nc1nccs1)c1ccc2c(c1)OCO2)NCC1CCCO1 (stereo not given)	-1.4	i
CCCCOCCCNC(=O)CCCOc1ccccc1	-0.25	i
CC(=O)Nc1ccc(NC(=O)CSC2=NCCS2)cc1	-0.14	i
CC(Cc1cccs1)NC(=O)Nc1ccccc1 (stereo not given)	-0.02	i
Cc1ccc(N2C(=O)CC(N3CCN(S(=O)(=O)c4ccccc4)CC3)C2=O)c(C)c1 (stereo not given)	1.3	i
COc1ccc(N2CC(C(=O)N[C@@H](C)C(=O)N[C@H](CO)c3ccccc3)CC2=O)cc1 (stereo not given in full)	1.1	i
CC(=O)OC(C(=O)N1CCN(c2ccccc2F)CC1)c1ccccc1 (stereo not given)	-2.5	i
CCOC(=O)c1cnc(SC)nc1Oc1cccc(NC(=O)c2ccc(Cl)cc2)c1	-1.5	i
O=C(c1ccc(N2CCN(C3CC(=O)N(Cc4cccs4)C3=O)CC2)cc1)c1cccnc1 (stereo not given)	-0.96	i
O=C1NC2(CCCc3ccccc32)C(=O)N1Cc1nnc(-c2ccccc2Br)o1 (stereo not given)	-0.53	i
O=C(CCCOc1ccc(Cl)cc1Cl)Nc1ccc(O)cc1C(=O)O	1.4	i
COc1cc(OC)cc(C(=O)Nc2cccc(-c3ccc4nncn4n3)c2)c1	-3.1	i
COC(=O)Cn1cnc2c(nnn2Cc2ccc(Cl)cc2)c1=O	-0.18	i
CC1CCCN(C(=O)COC(=O)c2ccc[nH]c2=O)C1 (stereo not given)	-1.9	i
Oc1ccc2ccccc2c1CN1CCN(c2ccccc2F)CC1	0.03	i
CSc1ncc(Cl)c(C(=O)Nc2ccc(C)c(C)c2)n1	0.93	i
COc1ccc(Sc2nc(-c3ccccc3)ncc2OC)cc1	0.06	i
O=C(c1cc(-c2ccc(O)cc2)on1)N1CCN(c2ccc(F)cc2)CC1	-0.21	i
CCCc1ccc(-c2csc(NC(=O)Cc3cccs3)n2)cc1	-0.56	i
Cc1c(OCC(=O)NCc2cccnc2)ccc2c3c(c(=O)oc12)CCCC3	-0.4	i

Nothing new here: entries from further up.
SMILES	Kir21 inh	KCNQ2 block
COc1ccc(N2CC(C(=O)N[C@@H](C)C(=O)N[C@H](CO)c3ccccc3)CC2=O)cc1 (stereo not given in full)	1.1	i
CC(=O)OC(C(=O)N1CCN(c2ccccc2F)CC1)c1ccccc1 (stereo not given)	-2.5	i
CCOC(=O)c1cnc(SC)nc1Oc1cccc(NC(=O)c2ccc(Cl)cc2)c1	-1.5	i
O=C(c1ccc(N2CCN(C3CC(=O)N(Cc4cccs4)C3=O)CC2)cc1)c1cccnc1 (stereo not given)	-0.96	i

(next part)
SMILES	Kir21 inh	KCNQ2 block
O=C(Nc1ccc(F)c([N+](=O)[O-])c1)c1cccs1	1.4	i
Cc1ccc(-n2c(C)cc(C(=O)CN3CCCCC3)c2C)cc1	-0.89	i
O=C(Nc1cccc(F)c1)C1CCCN(S(=O)(=O)c2cccc3cccnc23)C1 (stereo not given)	0.3	i
CCOc1ccc(CC(=O)Nc2sc(Cc3ccccc3)cc2C(N)=O)cc1OCC	1.1	i
CCOc1ccc(N=C2NC(=O)/C(=C/C(=O)OC)S2)cc1	-4.6	i
CCn1c(=O)c2c(nc3n2CCCN3CCc2ccccc2)n(C)c1=O	0.33	i
CC(C)CCNC(=O)C(c1cccnc1)N(Cc1ccccc1)C(=O)Cn1nnc2ccccc21 (stereo not given)	-0.73	i
N#Cc1ccc(NC(=O)Cn2cnc([N+](=O)[O-])c2)cc1	-0.98	i
Cc1cc(C)cc(Oc2c(C(F)(F)F)oc3cc(OCC(=O)O)ccc3c2=O)c1	1	i
Cc1cc(C(=O)Nc2nc3c(s2)CCCC3)cs1	-0.18	i
CC/C(=N\NC(=S)NC(C)C)c1ccc(OC(F)F)cc1	-1.2	i
O=C(CNC(=O)c1ccc(Cl)cc1)OCc1nc2ccccc2s1	-1.4	i
COc1ccc(Cn2c(C)nc3oc4cc(OC)ccc4c(=O)c3c2=O)cc1	0.75	i
COCCNc1oc(-c2ccc(Cl)cc2)nc1C#N	0.05	i
N#C/C(C(=O)Oc1ccccc1)=C1\C=Cc2ccccc2N1	-0.47	i
Cc1cc(C)c([N+](=O)[O-])cc1-c1ccc(/C=N/NC(=O)c2nonc2N)o1	-0.66	i
Cc1cc(C)cc(C(=O)NCCCN2CCOCC2)c1	2.5	i

Whole records from above. Order of screens: Kir21 inh, KCNQ2 block
Results for `COCCNc1oc(-c2ccc(Cl)cc2)nc1C#N` = 0.05, i
Results for `CCOc1ccc(CC(=O)Nc2sc(Cc3ccccc3)cc2C(N)=O)cc1OCC` = 1.1, i
Results for `N#Cc1ccc(NC(=O)Cn2cnc([N+](=O)[O-])c2)cc1` = -0.98, i
